ABCG2 inh: blocks JC-1 efflux by human ABCG2 transporter. IgMXP3 cells, flow cytometry. inhibition, % at 6.6 µM. actives 0.1% (n = 190,000). AID 1325;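 active means inhibition above 80%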;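 further: 0% = DMSO and 100% = nicardipine control wells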
Target sequence (Q9UNQ0 whole entry, looked up): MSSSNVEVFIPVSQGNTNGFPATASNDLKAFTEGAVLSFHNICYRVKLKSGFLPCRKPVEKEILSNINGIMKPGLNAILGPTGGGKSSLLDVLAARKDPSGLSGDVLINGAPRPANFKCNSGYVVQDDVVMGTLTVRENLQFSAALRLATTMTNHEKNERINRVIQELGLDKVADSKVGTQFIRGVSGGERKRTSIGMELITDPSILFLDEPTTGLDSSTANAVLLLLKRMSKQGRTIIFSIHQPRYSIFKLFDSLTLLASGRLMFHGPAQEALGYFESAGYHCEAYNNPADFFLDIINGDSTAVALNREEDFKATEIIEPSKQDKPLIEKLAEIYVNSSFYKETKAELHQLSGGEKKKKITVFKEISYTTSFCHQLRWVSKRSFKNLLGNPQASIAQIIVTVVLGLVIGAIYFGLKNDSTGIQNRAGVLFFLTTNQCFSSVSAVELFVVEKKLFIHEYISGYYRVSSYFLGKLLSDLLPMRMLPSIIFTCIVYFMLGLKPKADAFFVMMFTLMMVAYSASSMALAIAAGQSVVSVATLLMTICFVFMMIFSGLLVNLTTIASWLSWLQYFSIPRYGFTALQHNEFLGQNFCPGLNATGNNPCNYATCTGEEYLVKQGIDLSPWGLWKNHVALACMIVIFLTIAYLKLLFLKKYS
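System: two drug-resistant human cell lines, ABCG2 and ABCB1; controls: nicardipine high and DMSO low controls; times: 10 min exposure at 25 °C with rotation, no wash; detection: flow cytometry of retained JC-1 fluorescence; read-out basis: percent efflux inhibition, scaled nicardipine 100% to DMSO 0%; doses: one concentration, 6.6 µM final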
RGS4-Gao reg: modulates binding of RGS4 to human Galphao. actives 0.33% (n = 220,000). binding response (% of control), % at 10 µM. AID 1415. P09471. Multiplexed bead flow cytometry; actives lie on both sides; in the data active means binding response below about 49% or above about 150%; inactive means in between;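 further: fluorescent Galphao activated with aluminum fluoride binding bead-coupled RGS4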
Bim-Bcl-B: disrupts Bim peptide binding to human Bcl-B; Q9HD36; bead-based flow cytometry; inhibition, % at 10 µM; actives 0.073% (n = 190,000); AID 951;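 further: 0% = tracer peptide without compound and 100% = reference inhibitor peptide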
ABCB1 block: human ABCB1 inhibition, ABCG2 as counter-screen; P08183; CCRF-Adr cells, JC-1 efflux, flow cytometry; inhibition, % at 6.6 µM; actives 0.067% (n = 190,000); in the data active means inhibition above about 40%;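 further: 0% = vehicle and 100% = reference inhibitor; higher value means more JC-1 retained so stronger ABCB1 efflux block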
RGS8-Gao: human RGS8-Galphao interaction regulation; actives 0.34% (n = 220,000); AID 1423; multiplexed bead flow cytometry, RGS8-Galphao binding; actives lie on both sides; response (percent of control binding), % at 10 µM; P09471; in the data active means response below about 60% or above about 140%; inactive means in between;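 further: Galphao activated as the GDP aluminium fluoride complex binding bead-coupled RGS8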
Bcl-2 Bim block: human Bim-Bcl-2 interaction inhibition; actives 0.06% (n = 190,000); P10415; inhibition, % at 10 µM; Bead-based flow cytometry, Bim peptide-Bcl-2 binding; in the data active means inhibition above about 40%; inconclusive means no clear call, values can overlap the other calls;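 further: 0% = no compound wells with probe peptide and 100% = reference peptide inhibitor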
Mcl-1 Bim block: human Bim-Mcl-1 interaction inhibition. inhibition, % at 10 µM. Q07820. Bead-based flow cytometry, Bim peptide-Mcl-1 binding. AID 1009. actives 0.1% (n = 190,000);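 further: 0% = no compound tracer wells and 100% = peptide blocker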
Bcl-W Bim block: inhibitors of Bim-Bcl-W interaction, human; Q92843; bead-based flow cytometry, Bim peptide-Bcl-W binding; inhibition, % at 10 µM; actives 0.02% (n = 190,000); AID 952;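 further: 0% = bound tracer without compound and 100% = peptide blocker; higher means less fluorescent Bim peptide bound to Bcl-W beads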
Target sequence (Q92843 whole entry, looked up): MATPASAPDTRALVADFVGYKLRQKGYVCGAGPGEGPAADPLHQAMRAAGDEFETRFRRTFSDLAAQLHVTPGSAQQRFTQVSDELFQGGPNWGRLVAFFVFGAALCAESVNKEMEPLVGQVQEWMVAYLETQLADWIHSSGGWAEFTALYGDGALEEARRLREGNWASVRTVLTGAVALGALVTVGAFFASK
RGS7-Gao reg: modulates binding of RGS7 to human Galphao; P09471; actives 0.35% (n = 220,000); Multiplexed bead flow cytometry; actives lie on both sides; binding response (% of control), % at 10 µM; in the data active means binding response below about 49% or above about 150%; inconclusive means no clear call, values can overlap the other calls; inactive means in between;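 further: fluorescent Galphao held in activated GDP-AlF4 state binding bead-coupled RGS7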
Bim-Bcl-XL: inhibitors of Bim-Bcl-XL interaction, human. Q07817. Bim peptide-Bcl-XL binding, bead flow cytometry, fluorescence. inhibition, % at 10 µM. actives 0.04% (n = 190,000). AID 1007
Bfl-1 Bim block: human Bim-Bfl-1 interaction inhibition. Q16548. Bead-based flow cytometry, Bim-Bfl-1 binding inhibition. inhibition, % at 10 µM. actives 0.12% (n = 190,000). AID 1008;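 further: 0% = wells without compound plus tracer and 100% = blocker peptide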
* marks the source's active call; other numbers are inactive results; ? = inconclusive; . = no result given. Unless noted, no stated cut-off is given here; in the data, active means inhibition above about 40%. Hits appear at their usual frequency; overall some 0.94% were active at least once.

The opening eleven records, ahead of the listing:
Values run as follows: ABCG2 inh	RGS4-Gao reg	Bim-Bcl-B	ABCB1 block	RGS8-Gao	Bcl-2 Bim block	Mcl-1 Bim block	Bcl-W Bim block	RGS7-Gao reg	Bim-Bcl-XL	Bfl-1 Bim block
- COc1cccc(C2N(c3ccccc3)CCN2c2ccccc2)c1OC
→ 0	100	0	0.0	102	-1	2	0	97	0	0
- N#Cc1ccccc1/C=C/C(=O)N1CCOCC1
→ 2	101	-1	0.1	104	1	0	-1	97	0	-7
- c1ccc2c(CSCc3nc4ccccc4[nH]3)cccc2c1
→ 0	105	-5	0.1	106	-4	4	3	104	-1	-6
- O=C(Nc1nccs1)c1ccc(COc2ccccc2Cl)o1
→ 6	93	-6	0.4	96	-4	1	1	100	-2	0
- Cc1ccc(-n2cc(CNCCc3ncc(C)[nH]3)c(-c3ccc(F)cc3)n2)cc1
→ 2	100	-5	0.9	103	-1	-2	-2	100	-4	-9
- Cc1ccc(-n2nnnc2SCC(=O)NNC(=O)c2ccco2)cc1C
→ 12	108	-2	2.5	114	-5	-7	-4	104	-5	-7
- O=C(O)c1ccccc1S(=O)(=O)NCC(O)COc1ccc(Br)cc1 (stereo unspecified)
→ 3	101	-7	0.3	102	-6	-2	-1	103	-5	-10
- CCCCC1(C)Cc2ccccc2C(=S)N1 (stereo unspecified)
→ 1	102	4	0.0	96	-1	-4	2	99	11	0
- Cc1cccc(N2C(=O)CC(N(C(=O)c3ccco3)c3cccc(C)c3)C2=O)c1 (stereo unspecified)
→ -3	81	0	0.0	85	4	0	1	98	-2	0
- Cc1ccc(NC(=O)C(C)N2C(=O)c3ccccc3C2=O)cc1S(=O)(=O)N1CCOCC1 (stereo unspecified)
→ 3	104	-2	0.9	100	-2	-2	0	?	0	-5
- C/C(CC(=O)N(C(C)C)C(C)C)=N\NC(=O)COc1ccc(Br)cc1Br
→ 6	97	-1	1.3	101	4	-2	-2	97	0	2

Results, previewed entries included:
Values run as follows: ABCG2 inh	RGS4-Gao reg	Bim-Bcl-B	ABCB1 block	RGS8-Gao	Bcl-2 Bim block	Mcl-1 Bim block	Bcl-W Bim block	RGS7-Gao reg	Bim-Bcl-XL	Bfl-1 Bim block
- COc1cccc(C2N(c3ccccc3)CCN2c2ccccc2)c1OC
→ 0	100	0	0.0	102	-1	2	0	97	0	0
- N#Cc1ccccc1/C=C/C(=O)N1CCOCC1
→ 2	101	-1	0.1	104	1	0	-1	97	0	-7
- c1ccc2c(CSCc3nc4ccccc4[nH]3)cccc2c1
→ 0	105	-5	0.1	106	-4	4	3	104	-1	-6
- O=C(Nc1nccs1)c1ccc(COc2ccccc2Cl)o1
→ 6	93	-6	0.4	96	-4	1	1	100	-2	0
- Cc1ccc(-n2cc(CNCCc3ncc(C)[nH]3)c(-c3ccc(F)cc3)n2)cc1
→ 2	100	-5	0.9	103	-1	-2	-2	100	-4	-9
- Cc1ccc(-n2nnnc2SCC(=O)NNC(=O)c2ccco2)cc1C
→ 12	108	-2	2.5	114	-5	-7	-4	104	-5	-7
- O=C(O)c1ccccc1S(=O)(=O)NCC(O)COc1ccc(Br)cc1 (stereo unspecified)
→ 3	101	-7	0.3	102	-6	-2	-1	103	-5	-10
- CCCCC1(C)Cc2ccccc2C(=S)N1 (stereo unspecified)
→ 1	102	4	0.0	96	-1	-4	2	99	11	0
- Cc1cccc(N2C(=O)CC(N(C(=O)c3ccco3)c3cccc(C)c3)C2=O)c1 (stereo unspecified)
→ -3	81	0	0.0	85	4	0	1	98	-2	0
- Cc1ccc(NC(=O)C(C)N2C(=O)c3ccccc3C2=O)cc1S(=O)(=O)N1CCOCC1 (stereo unspecified)
→ 3	104	-2	0.9	100	-2	-2	0	?	0	-5
- C/C(CC(=O)N(C(C)C)C(C)C)=N\NC(=O)COc1ccc(Br)cc1Br
→ 6	97	-1	1.3	101	4	-2	-2	97	0	2
- Cc1ccc(OCc2n[nH]c(=S)n2Cc2ccccc2)cc1
→ -2	101	-7	-0.4	99	0	0	0	98	-4	0
- Cc1ccc2c(c1)C1CN(C)CCC1N2C(=S)Nc1ccc(OC(F)F)cc1 (stereo unspecified)
→ 3	102	-7	0.5	101	-3	-1	-3	?	0	-7
- O=C(CSc1nc(NS(=O)(=O)c2ccccc2)cc(=O)[nH]1)Nc1ccc(F)cc1
→ -3	97	-8	-1.1	94	-2	3	4	97	1	-5
- Cc1ccc(NC(=O)CNc2ccc(OC(C)C)cc2)cc1
→ 3	93	0	0.6	100	-2	-4	-1	98	-3	-2
- O=C(Nc1ccccc1NC(=O)NC1CCCCC1)NC1CCCCC1
→ 1	100	-7	0.1	100	-7	-5	3	101	-3	-11
- CC(C)(C)c1ccc(C(=O)CC(=O)c2cc(Cl)ccc2O)cc1
→ 0	107	-8	-0.2	101	-8	-5	0	103	-2	-14
- CC1CN(Cc2nc3c(c(=O)[nH]c(=O)n3C)n2CCCc2ccccc2)CC(C)O1 (stereo unspecified)
→ 13	101	.	1.8	100	?	.	.	102	.	.
- Cc1cc(C)c(OC2(c3ccccc3)OC(=O)c3ccccc32)c(C)c1 (stereo unspecified)
→ 1	99	0	0.2	97	0	1	-1	101	0	-2
- COc1ccc(C(CNC(=O)CCOc2ccccc2)N(C)C)cc1 (stereo unspecified)
→ 0	102	-8	-0.5	100	-8	0	-1	99	-13	-10
- O=C(c1ccco1)n1nc(NCc2ccccc2)nc1NCc1ccccc1
→ 22	102	-4	0.6	100	-7	0	0	102	-4	-17
- N#Cc1cc2c(=O)n3ccccc3nc2n(Cc2ccco2)c1=NC(=O)c1ccco1
→ 9	98	4	1.1	99	7	3	7	99	1	9
- Cn1c(=O)c2c(ncn2CC(=O)OCC(=O)Nc2cccc(Cl)c2)n(C)c1=O
→ 4	97	-1	0.6	102	-3	0	0	98	-1	-5
- O=C(NCCCNc1ccc([N+](=O)[O-])cc1Cl)c1ccccc1F
→ 20	101	-4	1.4	102	-3	0	0	99	-2	-4
- CC1(C)CC(=O)N(CC(=O)NCc2ccccc2)c2ccccc2S1(=O)=O
→ 2	101	-5	0.4	101	-7	0	0	101	-2	-9
- O=C(Nc1ccc(Cl)cc1)N1CCSCC1
→ 3	99	-3	0.0	98	-6	0	0	100	-5	-9
- NS(=O)(=O)c1ccc(N/N=C/c2cn(-c3ccccc3)nc2-c2cccs2)cc1
→ -5	101	0	-0.8	100	0	0	1	103	3	-1
- O=C(NCCc1ccccc1)C1CCN(S(=O)(=O)N2CCC3(CC2)OCCO3)CC1
→ 0	98	1	-0.3	95	2	4	3	93	2	2
- Cc1nc2ccccc2n1CC(O)Cn1c2ccccc2c2ccccc21 (stereo unspecified)
→ .	107	-5	.	106	-5	5	0	104	0	-11
- COc1ccc(NC(=O)Cn2nc(C(F)(F)F)c3c2CCCC3)c(OC)c1
→ 7	100	-8	1.4	101	-7	-2	0	102	2	-13
- Cc1ccc(Nc2nnc(SC3CCOC3=O)s2)cc1 (stereo unspecified)
→ 2	101	-9	0.2	100	-10	-1	-5	98	-7	-9
- CC(C)C(C(=O)Nc1nccs1)c1ccccc1 (stereo unspecified)
→ 2	103	-10	0.4	101	-18	-7	-10	101	-16	-23
- CCCCS(=O)(=O)/C=C\C=C/S(=O)(=O)CCCC
→ 0	93	-4	0.2	84	-3	-1	-2	96	1	-16
- Cc1ccnc(NC(=O)c2cc(S(=O)(=O)N3CCCCC3)ccc2Cl)c1
→ -7	103	-4	-2.4	105	-6	1	2	97	-1	-6
- CN1C(=O)N(C)C2(c3ccccc3)NC(=O)NC12c1ccccc1 (stereo unspecified)
→ 1	99	-5	0.6	100	-6	0	0	99	-2	-11
- CC(=O)N(c1ccccc1)c1nc(/C=C/C(=O)Nc2c(C)cc(C)cc2C)cs1
→ 8	103	-7	0.9	104	-5	-4	-5	107	-4	-6
- NS(=O)(=O)c1ccc(N2N=C(c3ccccc3)CC2c2ccc(F)cc2)cc1 (stereo unspecified)
→ -1	95	0	-0.1	88	4	-2	1	96	-2	2
- COc1cc(S(=O)(=O)N2CCC(c3nc4ccccc4s3)CC2)ccc1S(=O)(=O)N1CC(C)CC(C)C1 (stereo unspecified)
→ 0	93	-4	0.6	99	-3	0	-5	101	-2	-1
- O=C(COc1cccc(Br)c1)N/N=C/C(=O)c1ccccc1
→ 8	98	-2	0.7	98	-3	-1	0	99	0	-1
- O=[N+]([O-])c1ccc(/C=C/C2=NN(c3ccccc3)C(c3ccco3)C2)o1 (stereo unspecified)
→ 49	100	-18	25	100	-14	-9	-10	?	-6	0
- Cc1cc(NC(=O)CC(C)(C)C)nc2c1c(=O)oc1ccccc12
→ 5	101	-4	0.7	106	2	0	-2	102	-5	-2
- O=c1oc2cc(OCc3nn[nH]n3)ccc2c2c1CCCC2
→ -6	100	-8	-7.7	96	-11	1	0	99	-5	-9
- O=C(COc1c(Cl)cccc1Cl)NN1C(=O)CSC1=S
→ -1	94	0	0.1	97	1	2	2	?	0	-3
- N#Cc1c(-c2ccccc2)cc(-c2ccco2)c(C#N)c1N
→ -3	80	-12	-3.1	84	-4	-1	-1	91	-7	3
- Cc1nc(NC(=O)c2ccco2)sc1-c1csc(Nc2ccc(Cl)cc2Cl)n1
→ -1	101	0	-0.4	100	3	10	3	101	0	-5
- CCOc1ccc(C(C)=O)cc1CSc1nc(C)cc(C)n1
→ 7	105	-8	1.8	105	-4	0	-1	101	-2	-8
- O=C(Nc1nccc(-c2cccs2)n1)c1ccccc1Cl
→ 2	106	-9	0.2	101	-3	-3	0	104	-7	-9
- O=C1C(Cl)=C(NCC2CCCO2)C(=O)N1C1CCCCC1 (stereo unspecified)
→ -2	100	-21	-1.9	100	-4	-1	-4	106	-16	3
- CN(C1=NC(=O)C(CC(=O)O)S1)c1ccc(O)cc1 (stereo unspecified)
→ 1	102	-5	0.2	101	0	-1	0	101	0	-5
- N#Cc1ccccc1OCC(O)CS(=O)(=O)c1ccccc1 (stereo unspecified)
→ 11	99	-12	2.7	101	-5	-2	-3	96	-6	-4
- Cn1cc(C(=O)c2ccc(Cl)cc2Cl)cc1C(=O)O
→ 1	101	-3	0.2	102	-4	-3	0	103	0	-10
- O=C(NCCN1CCC(Cc2ccccc2)CC1)C1CCCN(S(=O)(=O)c2cnc[nH]2)C1 (stereo unspecified)
→ -3	102	-3	-2.2	99	-7	-1	0	97	-6	-13
- O=C(c1ccc(Cl)cc1)c1ccc(OCC(=O)N2CCOCC2)cc1
→ 0	105	-4	0.2	108	0	-1	-3	109	-1	-2
- CCOC(=O)c1cnn2c(C(F)(F)F)cc(-c3ccco3)nc12
→ 0	95	0	-0.1	95	1	0	-3	98	-3	0
